m5-HT2A agonist = mouse HTR2A agonism via beta-arrestin recruitment; P35363; CHO-K1 mHTR2A beta-arrestin complementation, luminescence; percent of 30 µM serotonin response; activation, % at 7.6 µM; 0.66% of 360,000 active;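 active = activation above a run cutoff, the mean activation of all tested compounds plus 3 SD, cut at about 14% in these data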;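 also: 0% = plate median of compound wells and 100% = 30 µM serotonin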
Target sequence (P35363 whole entry, looked up): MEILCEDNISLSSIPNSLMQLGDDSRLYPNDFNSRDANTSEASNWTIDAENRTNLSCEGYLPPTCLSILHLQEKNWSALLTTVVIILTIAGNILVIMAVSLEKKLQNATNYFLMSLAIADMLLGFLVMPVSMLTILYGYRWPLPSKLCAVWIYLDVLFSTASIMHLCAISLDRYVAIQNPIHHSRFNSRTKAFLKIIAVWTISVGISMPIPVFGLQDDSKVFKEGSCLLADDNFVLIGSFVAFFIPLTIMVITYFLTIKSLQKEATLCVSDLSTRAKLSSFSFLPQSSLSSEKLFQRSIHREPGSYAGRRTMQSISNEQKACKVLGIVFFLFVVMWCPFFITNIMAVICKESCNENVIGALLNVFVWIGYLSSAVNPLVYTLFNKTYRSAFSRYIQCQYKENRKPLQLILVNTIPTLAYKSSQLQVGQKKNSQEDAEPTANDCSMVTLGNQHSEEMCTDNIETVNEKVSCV
H9c2 protect = myocardial damage modulation in H9c2 cells; H9c2 cardiomyocytes, H2O2 injury protection, ATPLite, 2 h; 0.63% of 360,000 active; protection from H2O2 cell death, % at 20 µM;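 active = compounds giving at least 50% protection of heart cells from peroxide-induced death in the single-dose screen, raw or plate-pattern-corrected value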;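 also: 0% = DMSO wells with peroxide and 100% = DMSO wells without peroxide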
CaV13 FRET inh = Disruptors of the CACNA1D IQ motif to Ca2+-dependent inactivation inhibitor domain association, primary screening, Förster resonance energy transfer in intact living …; HEK cells, CFP/YFP FRET ICDI-IQ, plate reader, 10 min; percent FRET-ratio fall versus neutral wells; inhibition, % at 12.3 µM; 0.098% of 340,000 active; AID 743397;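 active = mean replicate inhibition of at least 30% and at least 1% of replicates passing that level; inconclusive = only one of the two criteria is met; inactive = neither criterion is met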;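 also: 0% = median of the neutral control wells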
aDG glyco up = increases alpha dystroglycan glycosylation. 0.22% of 360,000 active. activation, % at 10 µM. Pro5-aDG cells, alpha-DG glycosylation AlphaScreen (IIH6); 0% Pro5, 100% B10-LARGE cell signal. AID 624168;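 active = activation of at least 8% versus controls, or a plate z-score of at least 8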;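 also: Pro5 are CHO cells carrying HIG-tagged alpha-DG that lacks glycosylation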
Vif imaging = inhibitors of HIV Vif; HEK293T cells, Vif self-association by quenched fluorescence, imaging, 24 h; inhibition, % at 7.49 µM; 0.35% of 340,000 active; AID 602346; in the data active = inhibition above about 50%, passing the limit was not always enough; inconclusive = no clear call, values can overlap the other calls; inactive = below about 31%; also: some results filed as inactive read as strong as hits
N-glyco inh = N-linked glycosylation inhibition. D54 ERlucT glycosylation luciferase reporter, 24 h; percent of 100 nM tunicamycin response. AID 588692. reporter increase, % at 12.5 µM. 0.23% of 360,000 active;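 active = mean luciferase reporter signal, scaled so untreated is 0 and the glycosylation-blocking control 100, at or above a set limit in every replicate; inconclusive = mean reaches the limit but not every replicate does; inactive = mean below the limit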;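 also: luciferase carries N-glycosylation sites so blocking glycosylation raises the light; 0% = median of neutral control wells and 100% = median of 100 nM tunicamycin wells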
ABCB6 inh 2 = inhibitors of human ABC transporter ABCB6. Q9NP58. K562-ABCB6 porphyrin accumulation, flow cytometry, 1 h; stronger effect = lower value. fluorescence ratio to DMSO, % at 10 µM. 0.19% of 360,000 active. AID 602162;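 active = fluorescence ratio to DMSO below 75%, the collection mean minus 3 SD; inconclusive = too few cells collected in the well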;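 also: signal is porphyrin accumulated inside mitochondria; 100% equals median channel fluorescence of DMSO control wells; lower ratio means ABCB6 inhibition with less porphyrin fluorescence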
Granule exo inh = blocks lytic granule exocytosis. inhibition, % at 10 µM. TALL-104 LAMP-1 surface exposure, flow cytometry; cells stimulated with thapsigargin and PMA. 0.66% of 360,000 active;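 active = inhibition above about 55%, limit read from the data; inconclusive = no clear call, values can overlap the other calls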
hiPSC survival = hiPSC single-cell survival enhancement; 0.044% of 360,000 active; survival enhancement, % at 20 µM; ATPlite luminescence; 100% = ROCK inhibitor wells, 0% = DMSO; in the data active = survival enhancement above about 18%;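 also: cells exposed to compounds for 16 hours before the ATP read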
PDI turbidity = PDI (human) enzyme inhibition; P07237; PDI insulin aggregation turbidity, A650, 90 min; inhibition, % at 10 µM; 0.052% of 350,000 active;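 active = mean inhibition across replicates of 30% or more, whatever share of single replicates reach that level; inconclusive = mean inhibition below 30% while every single replicate reaches 30%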;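 also: absorbance from insulin aggregation driven by PDI reduction with DTT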
Target sequence (P07237 whole entry, looked up): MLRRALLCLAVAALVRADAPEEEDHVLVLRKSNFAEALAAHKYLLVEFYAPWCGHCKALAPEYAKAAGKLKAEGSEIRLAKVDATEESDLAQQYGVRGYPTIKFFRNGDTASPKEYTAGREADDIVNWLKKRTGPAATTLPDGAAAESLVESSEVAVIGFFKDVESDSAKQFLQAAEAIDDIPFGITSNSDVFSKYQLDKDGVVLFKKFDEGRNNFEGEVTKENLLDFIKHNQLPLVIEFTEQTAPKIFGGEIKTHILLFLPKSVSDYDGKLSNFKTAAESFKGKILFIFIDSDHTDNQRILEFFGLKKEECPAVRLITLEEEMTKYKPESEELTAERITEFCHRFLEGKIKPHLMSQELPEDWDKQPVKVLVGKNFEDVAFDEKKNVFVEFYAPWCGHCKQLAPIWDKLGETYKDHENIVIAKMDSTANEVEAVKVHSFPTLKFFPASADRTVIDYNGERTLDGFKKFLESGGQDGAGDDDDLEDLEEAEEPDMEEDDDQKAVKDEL
* marks the source's active call; other numbers are inactive results; ? = inconclusive; . = not tested or not shown.

SMILES | m5-HT2A agonist | H9c2 protect | CaV13 FRET inh | aDG glyco up | Vif imaging | N-glyco inh | ABCB6 inh 2 | Granule exo inh | hiPSC survival | PDI turbidity
O=C(NC(Cc1ccccc1)C(=O)O)/C(=C/c1cccc([N+](=O)[O-])c1)NC(=O)c1ccco1 (stereo not given) | -1.3 | 12.2 | -7.2 | -0.1 | 29.8 | 0.4 | 101.0 | 0.8 | -0.1 | 19.5
CCOC(=O)[C@]12CCC=C1N(Cc1ccco1)C(=O)[C@H](CC(=O)NCCc1ccccc1OC)C2 | 1.3 | . | -10.4 | 0.0 | . | . | 99.0 | -3.9 | 0.0 | .
O=C(Nc1ccccc1)Nc1ccc(-n2ccc(C(F)(F)F)n2)cc1 | 4.2 | -19.0 | -20.3 | 2.2 | -14.3 | -4.1 | 97.0 | 8.1 | 0.0 | -2.6
COc1ccc(N2CC(C(=O)NCCCN3CCOCC3)CC2=O)cc1 (stereo not given) | 1.4 | -7.4 | -6.1 | -0.2 | -3.2 | 2.5 | 98.0 | -0.3 | 0.6 | 0.2
O=c1c2c(-c3ccc([N+](=O)[O-])cc3)csc2nc2n1CCCCC2 | 1.3 | 2.9 | -1.9 | 0.2 | -2.4 | -3.4 | 102.0 | 15.0 | -0.5 | 0.8
O=C(Nc1ccccc1)Nc1ccc2ocnc2c1 | 0.9 | -14.8 | -2.7 | -0.1 | -6.0 | -3.2 | 97.0 | -4.0 | -0.7 | 6.9
Cc1cc(C)nc(/N=C(\N)Nc2cccc(OCc3ccccc3)c2)n1 | -11.8 | -11.7 | -5.2 | 0.6 | -6.4 | 19.8 | 93.0 | 85.3* | -0.4 | 3.1
CCOCCCNC(=O)c1ccc2c(=O)n(Cc3ccc(OC)cc3)c(=O)[nH]c2c1 | -1.4 | 4.1 | -6.4 | 0.1 | 4.9 | -3.6 | 96.0 | -2.0 | -0.5 | 0.8
Cn1c(SCC(N)=O)nnc1C1CCN(S(=O)(=O)c2ccccc2C(F)(F)F)CC1 | 3.0 | 3.1 | -5.5 | -0.2 | . | -0.7 | 91.0 | 0.2 | 2.7 | 6.9
Cc1ccc(NC(=O)COC(=O)CCC(=O)c2ccc(Cl)cc2)cc1S(=O)(=O)N(C)C | -0.5 | 3.5 | -6.1 | -0.2 | -4.8 | 0.5 | 97.0 | 4.5 | 5.2 | 1.4
O=[N+]([O-])C(/C=C(\Cl)[N+](=O)[O-])=C(N1CCCCC1)N1CCCCC1 | -1.5 | -0.7 | -4.1 | 2.7 | 0.3 | 6.7 | 101.0 | -2.4 | 2.1 | -0.5
CSC1=NC(C)(C)C=C(/C=C/c2ccc(Cl)cc2)N1 | 2.0 | -16.3 | -3.0 | 0.8 | -8.4 | 2.2 | 106.0 | 23.3 | -0.9 | -1.6
Cn1c(=O)[nH]c2ccc([N+](=O)[O-])nc21 | -3.1 | -1.1 | -3.4 | -0.1 | -1.0 | 1.9 | 101.0 | -6.5 | 0.0 | -19.6
COc1ccc(-c2cc3ccccc3oc2=O)cc1NC(=O)c1ccc([N+](=O)[O-])o1 | 5.9 | 23.3 | -9.4 | 0.2 | -5.6 | 49.5* | 112.0 | -2.6 | -0.4 | 0.5
CCCC(=O)n1nc(-c2cccnc2)nc1NCc1ccc(OC)cc1 | -0.7 | 0.0 | 10.6 | -0.1 | 1.0 | 3.5 | 93.0 | -3.8 | -0.7 | 0.8
CCOC(=O)Cc1csc(NC(=O)c2ccc(Cl)s2)n1 | -1.0 | -13.3 | -3.1 | 1.2 | -12.1 | -1.3 | 94.0 | -10.5 | 0.3 | -8.8
CC(=O)Nc1ccc(/C=C/c2nc3ccccc3[nH]c2=O)cc1 | -8.1 | 3.3 | -12.5 | 0.8 | -4.7 | -2.7 | 109.0 | 21.9 | -0.2 | -4.2
CC(C)NC(=O)N(C)C[C@@H]1Oc2ncc(-c3cccc(C#N)c3)cc2C(=O)N([C@H](C)CO)C[C@@H]1C | 7.9 | 0.0 | -2.7 | -0.2 | 24.3 | -0.5 | 95.0 | -0.9 | -1.2 | -6.0
CON(C)C(=O)CC(CN(Cc1ccccc1)C(=O)OC(C)(C)C)c1ccc(Cl)cc1 (stereo not given) | -4.8 | 8.7 | -5.8 | 0.0 | 2.6 | -4.9 | 101.0 | 0.0 | -0.7 | -4.7
CN1CCN(S(=O)(=O)c2cccc(C(=O)Oc3cccc(Br)c3)c2)CC1 | 3.2 | -6.1 | -6.2 | 0.1 | -1.6 | -0.4 | 100.0 | -12.3 | 0.4 | 7.0
CCCCn1c(-c2csc(C(C)C)c2)n[nH]c1=S | -0.1 | 0.9 | -1.0 | 0.0 | 4.1 | -1.3 | 103.0 | 1.8 | 6.6 | 11.0
COc1ccc(NC(=O)CN(C)C(=O)CCSc2ccc(F)cc2)cc1 | -7.0 | -2.9 | -3.9 | 0.3 | . | -1.5 | 98.0 | -2.1 | 0.3 | 1.9
O=[N+]([O-])c1cc(CN2CCN(c3ccccc3)CC2)c(O)c2ncccc12 | -4.1 | 24.3 | -6.4 | 1.0 | -8.3 | -8.4 | 97.0 | 2.6 | 12.8 | 6.5
[O-]/C(=C(\C(=S)Nc1cccc2ccccc12)[n+]1ccccc1)c1ccc(Cl)s1 | -2.2 | 6.9 | -3.1 | -0.3 | -0.2 | 2.0 | 97.0 | ? | -0.5 | 5.1
CCOc1cccc2cc(C(=O)Oc3ccc(OC)cc3)c(=O)oc12 | -2.9 | 5.9 | -5.0 | 0.0 | -4.5 | -1.8 | 100.0 | -3.4 | 0.2 | -1.6
CCCOc1ccc(-c2nnc(-c3ccco3)o2)cc1 | -2.6 | -15.1 | -6.3 | -0.1 | -16.8 | -16.7 | 101.0 | -0.9 | -2.6 | -3.1
O=C(CSCc1ccccc1)N1CCc2ccccc21 | -4.4 | -15.5 | -3.0 | 1.6 | -14.2 | -8.9 | 91.0 | 2.1 | -1.3 | 5.8
CC(C)OC(=O)c1ccc(N)cc1 | -4.6 | 7.6 | -4.9 | 0.2 | -6.1 | 0.0 | 102.0 | -3.8 | -0.5 | 6.8
Cc1cc2oc(C(=O)NCC(c3ccco3)N3CCCC3)c(C)c2cc1C (stereo not given) | -4.4 | -2.2 | -5.0 | -0.1 | -4.6 | -0.6 | 91.0 | 0.8 | -1.6 | -4.3
O=C(CCn1c(=O)c2sccc2n(CC(=O)OCc2ccccc2)c1=O)NCc1ccccc1 | 6.2 | 39.3 | -3.8 | -0.4 | 8.7 | -1.5 | 98.0 | 7.0 | 0.0 | -4.8
CCOC(=O)c1c(NC(C)=O)sc2c1CCC(C=O)=C2Sc1ccccc1 | -1.6 | 0.1 | -10.4 | -0.2 | -3.1 | 32.3* | 145.0 | 94.7* | 0.2 | -9.5
S=C(Nc1ccc2snnc2c1)N1CCN(c2ccccn2)CC1 | -3.5 | -6.2 | -4.6 | -0.1 | 1.6 | -0.6 | 89.0 | -1.0 | -1.0 | -3.2
CC(=O)Nc1ccc(C=Cc2ccc([N+](=O)[O-])cc2)cc1 | -4.2 | 1.2 | -9.7 | 0.0 | 7.3 | -1.0 | 100.0 | -8.5 | -1.1 | -3.4
COc1cccc(OC)c1C1=NC(C)(C)CO1 | 3.0 | -0.2 | -14.0 | 0.1 | 25.3 | 1.2 | 97.0 | 1.0 | 0.4 | 3.4
COc1cc(/C=C(/C#N)c2nc3ccccc3[nH]2)ccc1OCc1ccc(C(=O)O)o1 | 19.2* | -0.4 | -7.7 | 0.1 | . | 0.5 | 101.0 | -2.5 | 6.7 | -3.4
NC(=O)c1nsc(C(=O)N(CC(=O)NCc2ccccc2)c2ccc(F)cc2)c1N | 11.1 | -2.2 | -3.7 | 0.2 | 2.7 | -1.6 | 98.0 | 1.5 | -0.5 | 1.0
Cc1cccc(OCC(=O)Nc2ccc(S(=O)(=O)Nc3cc(C)nc(C)n3)cc2)c1 | 1.6 | -2.7 | -2.4 | 0.1 | 5.7 | -0.7 | 98.0 | 1.8 | -0.1 | -4.2
COc1ccccc1OCC(=O)Nc1ccc2c(c1)C(=O)N(CC1CCCO1)C2=O (stereo not given) | 2.7 | 16.3 | -1.8 | -0.1 | 3.6 | 3.1 | 100.0 | -3.0 | 0.3 | 6.0
CC(=O)Nc1ccc(S(=O)(=O)NCCOc2ccc(Cl)cc2C)cc1 | 2.4 | -15.2 | -3.8 | 2.7 | -0.7 | -0.3 | 99.0 | 0.6 | -0.6 | -0.4
CC(=O)Oc1ccc(C(=O)c2ccccc2)c(OC(C)=O)c1 | -0.3 | 6.0 | -5.0 | -0.6 | 1.8 | -0.3 | 102.0 | -0.7 | -2.5 | -5.8
CC(=O)c1cccc(NC(=O)c2ccco2)c1 | 3.1 | -2.1 | -4.6 | -0.2 | . | 5.6 | 98.0 | -2.7 | 9.6 | -1.6
CNS(=O)(=O)c1cc(OCC(N)=O)c(C)cc1Cl | 3.0 | 2.9 | -3.6 | -0.2 | 4.0 | 2.2 | 101.0 | 3.6 | -0.5 | -5.2
COc1ccc(-n2c(COc3ccc(C)cc3)nnc2SCC(N)=O)cc1 | -4.6 | -1.1 | -5.5 | 0.1 | 1.3 | 1.7 | 102.0 | -1.0 | 0.4 | 4.2
Cc1cc(C)n2nc(C(=O)OCC(=O)c3ccc(F)cc3)nc2n1 | 7.6 | 2.2 | -6.9 | 0.1 | 3.9 | -1.6 | 105.0 | 9.0 | -0.2 | -6.7
Cc1ccc(CNC(=O)c2cccnc2)cc1 | -3.0 | 6.7 | -4.6 | 0.1 | 1.3 | -0.1 | 96.0 | -9.0 | -0.2 | -4.4
Cc1cc(C(=O)OCC(=O)N2CCCC2)c2ccccc2n1 | 3.6 | 1.1 | -6.9 | 0.1 | . | 0.0 | 96.0 | 1.5 | -0.6 | -2.8
COc1cccc(-n2nnc3c(=O)n(Cc4ccc(Cl)cc4)cnc32)c1 | -0.6 | -2.0 | -9.3 | 0.3 | 12.9 | 1.7 | 104.0 | 3.2 | 0.9 | 2.6
NC(=S)N/N=C/c1cc([N+](=O)[O-])ccc1OCCOc1ccccc1 | 5.9 | 17.5 | -1.2 | -0.1 | 11.1 | -2.9 | 98.0 | -0.9 | -4.5 | 2.2
COc1cccc(C(=O)N2CCN(c3ccccn3)CC2)c1 | 6.9 | -1.0 | -5.2 | 0.0 | 3.1 | 2.0 | 97.0 | -0.8 | 0.2 | -2.4
O=C(Nc1ccc2[nH]ccc2c1)c1ccccc1 | -5.3 | -15.3 | -14.6 | 0.2 | 2.4 | -12.1 | 102.0 | -0.7 | -0.7 | -0.9
COc1cccc(OC)c1C(=O)Nc1ccncc1 | -3.0 | -2.4 | -4.8 | 0.0 | 9.9 | 1.3 | 98.0 | 3.1 | -0.4 | 0.7
Cc1nnc(N2C(=O)C(O)=C(C(=O)c3ccco3)C2c2cccc([N+](=O)[O-])c2)s1 (stereo not given) | -7.2 | 0.8 | -6.0 | 0.1 | -2.8 | 1.2 | 100.0 | -6.3 | -0.3 | 3.9
O=C1NC[C@H](CCCCN2C[C@H](Cc3ccc(O)cc3)N(CC3CCCCC3)C(=O)C2=O)N(CCc2ccccc2)C1=O | 5.1 | . | -6.2 | 0.1 | . | . | 97.0 | -5.0 | 0.3 | .
CCn1cc(C(=O)NCc2ccco2)c(=O)c2cc(S(=O)(=O)N3CCC(C)CC3)ccc21 | -4.1 | -3.9 | -4.6 | -0.2 | 8.8 | -0.2 | 95.0 | 1.0 | 0.7 | -1.3

Screening results: PubChem BioAssay, several laboratories
